TRHR ag: qHTS for Small Molecule Agonists and Allosteric Enhancers of Human TRH Receptor: Primary Screen for Agonists | Thyrotropin-releasing hormone receptor (Homo sapiens), P34981 | TRHR cells, calcium flux fluo-8, FDSS agonist mode | activation, % at 2 µM | hit rate 0.18% among 360,000; in the data active means activation above about 30%; further: 0% is about no effect
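Read-out: compound-evoked intracellular calcium rise in TRHR cells, fluo-8 dye, kinetic FDSS fluorescence at 1 s/cycle following a 10-cycle baseline. Cells cultured overnight before dye loading (30 min–1.5 h, RT).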
12-LOX inh: Primary qHTS assay for inhibitors of human arachidonate 12S-lipoxygenase (ALOX12): Round 2. hit rate 1.1% among 580,000. Potency, µM (highest dose often 108 µM), inactives show at the highest dose activity change, negative = inhibition, actives largely listed as inhibitors. purified 12hLO, xylenol orange hydroperoxide absorbance. Polyunsaturated fatty acid lipoxygenase ALOX12 (Homo sapiens), P18054; further: potency means the concentration at half of the fitted maximal effect; on the % scale 0 is the no-effect control and ±100 the full control effect
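Purified human 12hLO (150 nM final) in 25 mM Hepes, 0.01% Triton X-100, pH 7.0 was preincubated 15 min at room temperature with compound. Then 40 uM arachidonic acid was added, 30 min. Hydroperoxide was read by Fe-XO absorbance ratio 573/405 nm.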
Pol kappa inh: qHTS for Inhibitors of Polymerase Kappa; DNA polymerase kappa (Homo sapiens), Q9UBT6; purified Pol kappa, fluorescent DNA synthesis assay, 10 min; Potency, µM (top dose mostly 107 µM), inactives show top-dose activity, negative = inhibition, usual class: inhibitors; hit rate 0.53% among 400,000; AID 588579, 2011; further: potency means the concentration at half of the fitted maximal effect; on the % scale 0 is the no-effect control and ±100 the full control effect
Target sequence (Q9UBT6 whole entry, looked up): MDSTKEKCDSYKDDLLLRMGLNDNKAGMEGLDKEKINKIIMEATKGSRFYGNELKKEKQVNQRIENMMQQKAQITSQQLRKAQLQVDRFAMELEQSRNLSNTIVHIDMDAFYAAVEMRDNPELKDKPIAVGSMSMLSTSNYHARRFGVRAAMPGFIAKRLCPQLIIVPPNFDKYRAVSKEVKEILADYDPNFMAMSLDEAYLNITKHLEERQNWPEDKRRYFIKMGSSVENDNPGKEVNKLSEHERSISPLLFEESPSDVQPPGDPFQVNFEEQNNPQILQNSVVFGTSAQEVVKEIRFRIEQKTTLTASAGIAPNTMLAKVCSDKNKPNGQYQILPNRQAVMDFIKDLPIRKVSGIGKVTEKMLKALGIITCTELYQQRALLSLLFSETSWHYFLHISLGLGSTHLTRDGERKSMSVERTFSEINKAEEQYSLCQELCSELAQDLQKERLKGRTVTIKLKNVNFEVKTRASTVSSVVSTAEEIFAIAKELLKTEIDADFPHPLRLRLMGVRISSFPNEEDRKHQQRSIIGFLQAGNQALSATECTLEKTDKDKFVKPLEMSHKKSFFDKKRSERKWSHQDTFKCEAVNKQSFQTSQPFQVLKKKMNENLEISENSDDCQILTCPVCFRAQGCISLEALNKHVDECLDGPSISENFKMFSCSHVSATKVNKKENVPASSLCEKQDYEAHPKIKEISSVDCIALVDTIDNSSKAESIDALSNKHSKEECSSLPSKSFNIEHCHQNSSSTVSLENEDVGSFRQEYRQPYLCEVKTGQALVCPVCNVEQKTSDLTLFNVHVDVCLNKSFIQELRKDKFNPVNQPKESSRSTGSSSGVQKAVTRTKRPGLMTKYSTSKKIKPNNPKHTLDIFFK
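Activity was followed as the change in fluorescence between reads at 0 and 10 min after starting the reaction with 50 nM substrate. Beforehand, 10 nM polymerase had been preincubated with compound for 15 min at room temperature.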
Pol iota inh: qHTS for Inhibitors of Polymerase Iota | DNA polymerase iota (Homo sapiens), Q9UNA4 | Potency, µM (top dose mostly 115 µM), without a hit: at the highest dose activity, negative = inhibition, actives largely listed as inhibitors | Pol iota fluorescent replication assay, 10 min | hit rate 1% among 390,000 | AID 588590, 2011; further: potency means the concentration at half of the fitted maximal effect
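Pol iota at 10 nM preincubated 15 min with compounds at room temperature; reaction started with fluorescent substrate, 50 nM final. Fluorescence read kinetically at 0 and 10 min; buffer-only wells as negative control.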
BLM inh: qHTS Assay for Inhibitors of Bloom's syndrome helicase (BLM). AID 2528, 2010. hit rate 0.2% among 350,000. recombinant BLM DNA unwinding, fluorescence dequenching. Potency, µM (highest dose often 56.1 µM), for the others: top-dose activity change, negative = inhibition, hits mostly inhibitors;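 further: potency means the concentration at half of the fitted maximal effect; plate controls were vehicle for no effect and no enzyme for full effect; nearly all actives have a fitted effect of over 35% in size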
APEX1 inh: qHTS Assay for Inhibitors of the Human Apurinic/apyrimidinic Endonuclease 1 (APE1); DNA repair nuclease/redox regulator APEX1 (Homo sapiens), P27695; recombinant APE1, TAMRA/BHQ-2 abasic DNA cleavage fluorescence; Potency, µM (top dose mostly 65.8 µM), for the others: at the top dose activity change, negative = inhibition, most hits filed as inhibitors; hit rate 0.35% among 350,000; AID 2517, 2012;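 further: potency means the concentration at half of the fitted maximal effect; plate controls were vehicle for no effect and reference inhibitor for full effect; nearly all actives have a fitted effect of over 55% in size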
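0.75 nM APE1 + cpd, 15 min RT; start w/ 50 nM TAMRA/BHQ-2 THF-abasic dsDNA; kinetic fluor 525/598 nm ×3 reads @60 s; Δ(read3−read1); normalized to DMSO and NSC13755 control wells.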
ERG Ets-DNA blk: qHTS for Small Molecule Inhibitors of the ERG Ets/DNA interaction; AID 624246, 2012; Potency, µM (titrated, usually from 76.9 µM), for the others: at the highest dose FP activity, negative = inhibition, most hits filed as inhibitors; fluorescence polarization, His-ERG Ets domain / labelled DNA; hit rate 0.028% among 370,000; active means well fitted inhibition curve with a large enough effect in the polarisation, with a control signal flat; inconclusive means small, poorly fitted or top-dose-only effect, or effect the other way, or a change in a side signal; inactive means no such curve, though single readings can be large or run the other way; the % refers to the polarisation;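 further: polarization taken with two DNA probes labelled with fluorescein and Texas red; potency means the concentration at half of the fitted maximal effect; % of control where 0% means no effect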
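His-tagged ERG Ets domain (1 uM in the protein solution; 300mM KCl, 50mM Tris-HCl, 1mM EDTA, 1mM DTT, pH 7.5) received compound, then a probe mix of 5 nM fluorescein-DNA and 100nM Texas-615-DNA. Fluorescence polarization was read for both dyes.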
Apoferritin bind: qHTS Assay for Identification of Novel General Anesthetics | Ferritin light chain (Equus caballus), P02791 | apoferritin/1-aminoanthracene competitive binding, fluorescence | Potency, µM (series often up to 77.5 µM), without a hit: at the highest dose activity change, negative = displacement, hits mostly inhibitors | hit rate 0.074% among 350,000 | AID 485281, 2010; further: potency means the concentration at half of the fitted maximal effect; on the % scale 0 is the no-effect control and ±100 the full control effect; nearly all actives have a fitted effect of over 20% in size
Target sequence (P02791 2-175 limits assumed): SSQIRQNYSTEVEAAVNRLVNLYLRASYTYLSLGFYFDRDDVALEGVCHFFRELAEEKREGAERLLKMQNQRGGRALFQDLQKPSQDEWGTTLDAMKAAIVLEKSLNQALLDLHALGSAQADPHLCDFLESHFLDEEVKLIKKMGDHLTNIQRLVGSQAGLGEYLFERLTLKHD
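Horse-spleen apoferritin (10 uM) was mixed with 50% saturated 1-aminoanthracene in PBS, exposed to compounds for 10 min at room temperature, and read for fluorescence (ex 380 nm, em 535 nm). Competitive displacement was fitted with a four-parameter Hill equation.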
Pol beta inh: qHTS Assay for Inhibitors of DNA Polymerase Beta; AID 485314, 2010; hit rate 1.3% among 340,000; P06746; Pol beta primer extension/strand displacement, fluorescence kinetic; Potency, µM (series often up to 114 µM), for the others: at the top dose activity change, negative = inhibition, hits mostly inhibitors; further: potency means the concentration at half of the fitted maximal effect; on the % scale 0 is the no-effect control and ±100 the full control effect
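Enzyme-only controls used 10 nM Pol beta; buffer lacking enzyme served as negative control. Compound preincubated 15 min, then 50 nM substrate added; 0 and 10 min reads at room temperature.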
The depositor's hits bear a star; ? = inconclusive; / = not tested or not shown; & = joins results of further samples; [ ] = remark or other dose. Unless noted, the call rests on the fitted dose curve; in most records, active means well fitted curve in the direction sought with a large enough effect; inconclusive means small, poorly fitted or top-dose-only effect, or another doubt; inactive means no such curve, though single readings can be large; an effect the other way counts as inactive or inconclusive. Some of the compounds tested; count on the stated rates, not on these rows.

SMILES	TRHR ag	12-LOX inh	Pol kappa inh	Pol iota inh	BLM inh	APEX1 inh	ERG Ets-DNA blk	Apoferritin bind	Pol beta inh
O=C(NCCCn1ccnc1)c1cc(-c2ccncc2)nc2ccccc12	0.4	4%	9%	-12%	-4%	-2%	23%	-16%	1%
CCOC(=O)N1CCN(Cc2nc(-c3ccccc3)no2)CC1	0.3	?	-5%	11%	0%	3%	3%	-6%	6%
COc1ccc(N(CC(=O)Nc2ccc(F)c(F)c2)S(=O)(=O)c2c(C)n[nH]c2C)cc1	0.0	?	-17%	50%[activator]	-4%	0%	-3%	-5%	3%
C=CCNC(=O)c1nn2cccnc2c1Cl	1.4	155%[activator]	-6%	5%	0%	1%	-4%	-10%	-18%
CCCN1C(=O)CC(C(=O)OC)=C1C	0.1	-9%	-18%	1%	-1%	9%	2%	9%	43%
COc1ccc(Nc2ncnc3c2nc2n3CCCC2)cc1Cl	-0.2	0%	-13%	26%	-1%	/	-1%	-9%	3%
NC(=O)C1CC2(C1)CC(C(N)=O)C2 (centres undefined)	/	-13%	-7%	9%	/	/	5%	/	/
COc1ccccc1NC(=O)c1ccc(CN2C(=O)C(C)=C(c3ccc(C)c(C)c3)S2(=O)=O)cc1	0.0	-21%	0%	20%	-6%	/	2%	-18%	-8%
CCOC(=O)c1oc2cc(O)c(CC)cc2c(=O)c1-c1cscn1	0.7	0%	4%	48%[activator]	0%	-6%	0%	-11%	-1%
O=C(NCCNS(=O)(=O)c1cccc(C(F)(F)F)c1)c1cc(OCC(F)(F)F)ccc1OCC(F)(F)F	3.6	11%	-17%	0%	-14%	13%	6%	-16%	2%
CCn1c(CNc2ccc(Cl)cc2)nnc1SCCN1CCCCC1	0.4	480%[activator]	-3%	1%	-14%	1%	-14%	0%	?
CCn1cc(C(=O)N(C)c2ccc(C(C)C)cc2)c2cc(OC)c(OC)cc2c1=O	-0.5	-18%	-23%	7%	1%	/	-29%	-3%	0%
CC(C)OCCCNC(=O)c1cn(C)c2ccc(S(=O)(=O)N(C)C3CCCCC3)cc2c1=O	-0.9&-0.2	-6%&6%	2%&8%	-10%&17%	-2%&-1%	-1%	1%&3%	-7%&-15%	12%&39%
COc1ccc(/C=C2\SC(=O)N(CC(=O)Nc3ccc(O)cc3)C2=O)cc1OC	0.4	10%	2%	?	-2%	-11%	0%	2%	29%
CC(C)(C)C(=O)Nc1ccccc1C(=O)Nc1ccccn1	0.2	-3%	0%	-3%	2%	1%	0%	-7%	1%
COc1cccc(N(CC(=O)N2CCN(C)CC2)S(=O)(=O)c2ccc(C)cc2)c1	1.1	24%	-4%	21%	0%	9%	-1%	-9%	22%
O=C(Cn1c(NCCO)nc2ccccc21)c1ccc(Cl)cc1	-0.1	20%	-9%	6%	-1%	20%	-7%	-11%	1%
COc1cccc(C(=O)N(Cc2nc(-c3cccc(C)c3)no2)C(C)C)c1OC	0.1	?	-3%	2%	-6%	-5%	3%	-6%	?
COC(=O)c1ccc(Cn2nnc3ccccc32)cc1	0.4	0%	-5%	40%[activator]	-2%	-1%	0%	-6%	12%
COc1ccc(NC(=O)CCN2CCN(S(=O)(=O)c3ccc(C(C)C)cc3)CC2)cc1	-1.6	-6%	1%[60.1 µM]	-12%	-7%	-1%	/	-17%	-1%
COc1ccc(NC(=O)N2CCOCC2)cc1	0.6	-3%	0%	-9%	?	16%	0%	-10%	25%
Cc1nc(NC(=O)c2csc3ccccc23)sc1C	2.3	?	3%	4%	-3%	-2%	-14%	-20%	-4%
COc1ccc(-c2nnc(SCc3csc(N)n3)n2C)cc1	-0.3	8%	-1%	1%	-2%	3%	0%	-8%	-2%
CCCN(CC(=O)Nc1ccccc1C)C(=O)CCCNC(=O)c1ccc(Cl)cc1	0.0	-20%	-13%	24%	/	34%	-12%	/	/
COc1cc(NC(=O)CSc2ccc(-c3sc(-c4ccccc4)nc3C)nn2)cc(OC)c1	1.2	-20%	?	?	-3%	/	0%	-8%	0%

Whole records, looked up by structure. Order of screens: TRHR ag, 12-LOX inh, Pol kappa inh, Pol iota inh, BLM inh, APEX1 inh, ERG Ets-DNA blk, Apoferritin bind, Pol beta inh
O=C(NCCNS(=O)(=O)c1cccc(C(F)(F)F)c1)c1cc(OCC(F)(F)F)ccc1OCC(F)(F)F in the list: 3.6, 11%, -17%, 0%, -14%, 13%, 6%, -16%, 2%
COc1ccc(Nc2ncnc3c2nc2n3CCCC2)cc1Cl in the list: -0.2, 0%, -13%, 26%, -1%, /, -1%, -9%, 3%
NC(=O)C1CC2(C1)CC(C(N)=O)C2 (centres undefined) in the list: /, -13%, -7%, 9%, /, /, 5%, /, /

Carrying on:
SMILES	TRHR ag	12-LOX inh	Pol kappa inh	Pol iota inh	BLM inh	APEX1 inh	ERG Ets-DNA blk	Apoferritin bind	Pol beta inh
CNS(=O)(=O)c1cc(N)ccc1C	-0.5	-10%	-5%	0%	-3%	-7%	-2%	-2%	38%
CN(C)S(=O)(=O)NC(=O)C1=C(N2CCCC2)COC1=O	/	-10%	3%	-14%	/	2%	5%	/	/
Clc1ccccc1Cn1nc(-c2ccccc2)nc1-c1ccccc1	0.3	7%	-10%	26%	-5%	-4%	-3%	14%	?
CC(C)Oc1ccc(/C=N/NC(=O)c2nnn(-c3nonc3N)c2CN(C)C2CCCCC2)cc1	0.9	17%	-3%	5%	-2%	-9%	-7%	-3%	1%
CC(=O)Oc1ccc(N2C(=O)C3C(C2=O)C2(C)C=CC3(C)O2)cc1 (centres undefined)	0.4	/	/	/	-2%	-4%	/	-5%	4%
O=C(COc1ncnc2ccccc12)NC1CCCC1	/	3%	-6%	-5%	/	61%[activator]	0%	/	/
N#CCCn1c(=O)c(-c2ccc(Cl)cc2)nc2cnc(N3CCOCC3)nc21	/	?	2%[60.1 µM]	/	-3%	-2%	/	/	/
O=C(NCCC1=CCCCC1)C(=O)NCc1ccccc1Cl	-0.7	-6%	-18%	13%	2%	0%	-7%	-12%	28%
O=C(NCCc1ccc(Cl)cc1)C1CCCN1C(=O)Nc1ccc(F)cc1 (centres undefined)	0.0	30%	-24%	-35%	-1%	-2%	-3%	-2%	17%
COc1ccc(NC(=O)C2CC(=O)N(C(C)C)C2)cc1 (centres undefined)	-0.1	-1%	5%	28%	0%	0%	-6%	-7%	3%
O=C(NCCc1ccccc1)c1cc(Sc2cccc(Cl)c2)nc2ccccc12	2.1	3%	-1%[60.1 µM]	19%	-1%	/	-2%	-6%	0%
CCOc1ccccc1N1CCN(S(=O)(=O)c2ccc(Cl)s2)CC1	-0.5	-18%	-8%	11%	-8%	-5%	/	3%	2%
CC(C)(C)C(=O)NC1=NN(c2c(Cl)cc(Cl)cc2Cl)C(=O)C1	-0.5	-15%	-14%	11%	-1%	3%	5%	-22%	-5%
COc1cc(/C=N/Nc2nncc3ccccc23)cc(OC)c1OC	-0.2	34%[activator]	0%	-15%	-8%	-4%	-19%	-12%	-2%
COc1ccc(Cc2nc3ccc(C(=O)N(C)CC4COCCO4)cc3o2)cc1 (centres undefined)	-1.2	28%	-11%	19%	1%	-5%	-5%	-21%	3%
O=C(COc1ccc2ccccc2c1)NCC(=O)N/N=C/c1ccco1	-0.4	4%	-5%	-3%	0%	-9%	3%	-19%	-19%
CCCCOCC1CN(c2ccccc2)C(=O)CS1 (centres undefined)	-0.2	61%[activator]	-8%	0%	-7%	-2%	-5%	-11%	?
Clc1cccc(N/N=C(\Cc2nc3ccccc3[nH]2)c2ccccc2)c1	0.1	13µM*	-9%	14%	-14%	-1%	-7%	-19%	16%
O=C(NCc1ccccc1Cl)C1CCCN(c2ncnc3onc(-c4ccc(F)cc4)c23)C1 (centres undefined)	-0.4	5%	-12%	-16%	-1%	/	3%	-4%	2%
COc1ccc(CCNC(=O)CN2C(=O)C3(OCCCO3)c3ccccc32)cc1OC	-0.7	7%	0%	7%	0%	2%	5%	-10%	-14%
COc1ccc(NC(=O)C2CCCO2)c(OC)c1 (centres undefined)	0.1	1%	-1%	33%[activator]	-3%	24%	-10%	-1%	47%
CCCCCCCNC(=O)C1CC(=O)N(C)C(=Nc2ccc(OC)cc2)S1 (centres undefined)	-0.2	?	-2%	21%	-3%	-1%	4%	2%	-1%
C#CC[N+](CC)(CC)CC#Cc1ccccc1	0.4	-35%&24%	-2%	-13%[58.9 µM]	4%	1%	16%	8%	-2%
CCCCN(C)CCNC(=O)c1ccc2c(c1)NC(=O)C(N1CCCCC1)S2 (centres undefined)	0.0	11%	2%	20%	-6%	0%	14%	?	8%
COc1ccc(CNC(=O)C2CCN(C(=O)c3csc(Nc4ccc(C)cc4)n3)CC2)cc1	-0.5	3%	0%	101%[activator]	-3%	-7%	-14%	-10%	9%
O=S(=O)(NCCSc1ccccn1)c1ccc(Cl)cc1	-1.4	0%	-13%	118%[activator]	2%	?	-10%	4%	-1%
CCC(=O)N1CCc2cc(Br)cc(S(=O)(=O)N3CCCC(C(=O)Nc4ccc(C)c(F)c4)C3)c21 (centres undefined)	-0.6	-20%	-3%	18%	-16%	/	-1%	-1%	-23%
Cc1cc(N2CCN(C(c3ccccc3)c3ccc(Cl)cc3)CC2)n2ncnc2n1 (centres undefined)	0.1	?	-16%	-3%	-13%	-6%	-1%	-23%	?

Bioassay records from PubChem BioAssay.
